# Exocytosis inh: blocks lytic granule exocytosis | TALL-104 LAMP-1 surface exposure, flow cytometry; cells stimulated with thapsigargin and PMA | inhibition, % at 10 µM | 0.66% of 360,000 active;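 active = inhibition above about 55%, limit read from the data; inconclusive = no clear call, values can overlap the other calls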
# HTR2A ag: activates the mouse 5-HT2A serotonin receptor | CHO-K1 mHTR2A beta-arrestin complementation, luminescence; percent of 30 µM serotonin response | AID 624169 | activation, % at 7.6 µM | 0.66% of 360,000 active;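 active = activation above a run cutoff, the mean activation of all tested compounds plus 3 SD, cut at about 14% in these data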;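 note: 0% = plate median of compound wells and 100% = 30 µM serotonin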
# ABHD5 PLIN5 PPI: inhibitors of human ABHD5-perilipin-5 interaction. inhibition, % at 4 µM. Split G. princeps luciferase complementation, luminescence, 4 h. Q00G26+Q8WTS1. 0.78% of 360,000 active;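 active = inhibition above the mean inhibition across every tested compound plus 3 SD, cut at about 22% in these data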;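 note: 0% = DMSO only wells and the 100% control is not disclosed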
# Target sequence (Q00G26 whole entry, looked up): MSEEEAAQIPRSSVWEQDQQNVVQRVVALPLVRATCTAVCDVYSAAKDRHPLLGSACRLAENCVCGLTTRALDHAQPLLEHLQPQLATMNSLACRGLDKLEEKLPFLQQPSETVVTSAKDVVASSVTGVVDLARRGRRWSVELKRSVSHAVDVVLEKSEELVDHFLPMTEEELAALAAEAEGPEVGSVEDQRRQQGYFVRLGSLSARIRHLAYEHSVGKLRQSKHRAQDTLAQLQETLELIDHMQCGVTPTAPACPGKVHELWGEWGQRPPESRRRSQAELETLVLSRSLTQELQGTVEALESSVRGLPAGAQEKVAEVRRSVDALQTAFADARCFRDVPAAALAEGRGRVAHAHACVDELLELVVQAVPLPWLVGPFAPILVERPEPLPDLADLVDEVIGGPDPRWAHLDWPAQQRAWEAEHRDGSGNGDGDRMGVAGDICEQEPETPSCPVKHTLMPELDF
# Target sequence (Q8WTS1 whole entry, looked up): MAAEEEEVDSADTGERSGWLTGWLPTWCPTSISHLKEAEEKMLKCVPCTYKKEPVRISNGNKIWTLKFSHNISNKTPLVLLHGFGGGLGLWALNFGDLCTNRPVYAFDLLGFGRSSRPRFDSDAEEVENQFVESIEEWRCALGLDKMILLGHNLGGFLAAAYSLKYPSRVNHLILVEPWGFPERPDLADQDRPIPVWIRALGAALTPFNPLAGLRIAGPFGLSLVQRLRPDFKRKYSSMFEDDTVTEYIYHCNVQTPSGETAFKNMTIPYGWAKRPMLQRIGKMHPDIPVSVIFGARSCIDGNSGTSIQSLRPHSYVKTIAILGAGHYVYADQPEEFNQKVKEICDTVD
# H9c2 protect: myocardial damage modulation in H9c2 cells; H9c2 cardiomyocytes, H2O2 injury protection, ATPLite, 2 h; protection from H2O2 cell death, % at 20 µM; 0.63% of 360,000 active; AID 588492;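 active = compounds giving at least 50% protection of heart cells from peroxide-induced death in the single-dose screen, raw or plate-pattern-corrected value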;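 note: 0% = DMSO wells with peroxide and 100% = DMSO wells without peroxide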
# ABCB6 inh MLPCN: inhibitors of human ABC transporter ABCB6; Q9NP58; 0.19% of 360,000 active; fluorescence ratio to DMSO, % at 10 µM; AID 602162; K562-ABCB6 porphyrin accumulation, flow cytometry, 1 h; stronger effect = lower value;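 active = fluorescence ratio to DMSO below 75%, the collection mean minus 3 SD; inconclusive = too few cells collected in the well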;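 note: signal is porphyrin accumulated inside mitochondria; 100% equals median channel fluorescence of DMSO control wells; lower ratio means ABCB6 inhibition with less porphyrin fluorescence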
# N-glyco inh: blocks N-linked glycosylation in D54 reporter cells; D54 ERlucT glycosylation luciferase reporter, 24 h; percent of 100 nM tunicamycin response; reporter increase, % at 12.5 µM; 0.23% of 360,000 active; AID 588692;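 active = mean luciferase reporter signal, scaled so untreated is 0 and the glycosylation-blocking control 100, at or above a set limit in every replicate; inconclusive = mean reaches the limit but not every replicate does; inactive = mean below the limit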;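 note: luciferase carries N-glycosylation sites so blocking glycosylation raises the light; 0% = median of neutral control wells and 100% = median of 100 nM tunicamycin wells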
# MC4R antag cAMP: antagonists of human melanocortin 4 receptor (MC4R). P32245. MC4R-expressing cells, MTII-stimulated cAMP, LANCE TR-FRET. inhibition, % at 6.5 µM. 0.48% of 360,000 active;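 active = inhibition above its plate's cutoff, the mean of tested wells on that plate plus 3 SD, cut at about 29% in these data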;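 note: 0% = Melanotan II alone and 100% = Melanotan II plus saturating MCL0020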
#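 Test system: U2OS cells stably expressing human melanocortin 4 receptor (MC4R); also added: Melanotan II challenge; compound: 6.5 µM single dose; timing: 30-min compound preincubation, 1-h Melanotan II challenge, 1-h detection, room temperature; signal: Eu-cAMP/anti-cAMP TR-FRET, emission 671 nm; repeats: one well per compound, no replicates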
# MC4R ag barr: human MC4R agonism via beta-arrestin. 0.98% of 360,000 active. U2OS MC4R beta-arrestin complementation, luminescence; percent of melanotan II response, DMSO zero. AID 540308. activation, % at 8.9 µM. P32245;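 active = activation above a per-plate cutoff, the mean activation of sample wells on that plate plus 3 SD, cut at about 8% in these data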
# PDI inh: blocks human protein disulfide isomerase activity; PDI insulin aggregation turbidity, A650, 90 min; P07237; AID 588391; 0.052% of 350,000 active; inhibition, % at 10 µM;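 active = mean inhibition across replicates of 30% or more, whatever share of single replicates reach that level; inconclusive = mean inhibition below 30% while every single replicate reaches 30%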;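 note: absorbance from insulin aggregation driven by PDI reduction with DTT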
# CaV13 ICDI inh: Disruptors of the CACNA1D IQ motif to Ca2+-dependent inactivation inhibitor domain association, primary screening, Förster resonance energy transfer in intact living …. HEK cells, CFP/YFP FRET ICDI-IQ, plate reader, 10 min; percent FRET-ratio fall versus neutral wells. inhibition, % at 12.3 µM. 0.098% of 340,000 active. AID 743397;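 active = mean replicate inhibition of at least 30% and at least 1% of replicates passing that level; inconclusive = only one of the two criteria is met; inactive = neither criterion is met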;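 note: 0% = median of the neutral control wells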
# Starred values were filed as active, the others as inactive; ? = inconclusive; . = not tested or not shown.
SMILES,Exocytosis inh,HTR2A ag,ABHD5 PLIN5 PPI,H9c2 protect,ABCB6 inh MLPCN,N-glyco inh,MC4R antag cAMP,MC4R ag barr,PDI inh,CaV13 ICDI inh
CC(c1ccccc1C(=O)O)c1cc(F)cc2ccccc12 (configuration not stated),-0.8,3.2,-6.3,-3.8,101.0,-1.7,2.1,-1.6,-0.7,-5.5
Cc1cccc(CNC(=O)Cn2ccc3cc(S(=O)(=O)N4CCCCCC4)ccc32)c1,1.5,8.3,-0.9,-10.2,99.0,-0.4,17.2,-1.4,-0.1,-5.7
CCCCNC(=O)COC(=O)c1ccc(C)c(NC(=O)c2ccco2)c1,1.6,8.5,-0.3,-6.6,97.0,0.5,-4.6,-0.1,-6.2,-4.4
O=C(O)c1cc(-n2nnnc2SCc2ccc([N+](=O)[O-])cc2)ccc1Cl,6.0,2.5,0.8,-1.0,105.0,1.2,2.8,0.2,-4.6,-21.2
Cc1nc2ccc(Br)cn2c1C(=O)N/N=C\c1ccccc1[N+](=O)[O-],4.3,-1.9,4.9,0.4,96.0,0.9,-0.3,-1.5,-5.2,-4.2
CCN(CC)C(=S)SCC(=O)Nc1nc(-c2ccccc2)c(-c2ccccc2)o1,-3.4,-1.6,7.9,22.7,96.0,1.5,-7.8,-0.8,1.8,-5.2
CO/C=C/C#CC1(O)CCN(C)CC1,0.2,-4.4,3.1,2.2,98.0,1.6,-2.8,-1.2,-3.2,-5.3
COc1ccc(NC(=O)CN2C(=O)C(=O)N(C3CCCC3)C2=O)c(OC)c1,-4.3,5.2,4.2,1.3,102.0,5.0,-1.0,-0.9,-4.0,-1.8
COCCN(C(=O)c1cc(Cl)nc2ccccc12)c1c(N)n(Cc2ccccc2)c(=O)[nH]c1=O,3.7,0.8,2.8,8.8,99.0,-1.1,-1.2,-0.2,1.9,-4.6
COc1cccc(CNC(=O)COC(=O)CN2C(=O)NC3(CCCCC3C)C2=O)c1 (configuration not stated),-1.1,1.2,1.4,4.0,95.0,0.5,9.2,-0.4,-0.4,-5.9
CC(C)CC(OC(=O)c1nsc(Cl)c1Cl)C(=O)NC1CCCC1 (configuration not stated),2.7,7.4,-0.7,2.4,98.0,-2.1,25.6,0.9,1.4,-3.0
Cc1cc(=O)oc(C)c1C(=O)OCC(=O)c1ccc(Cl)cc1,-1.9,-4.5,-5.3,-13.5,96.0,-2.3,-0.3,-0.7,2.9,.
CCC(CC)C(=O)NCCNC(=O)C(CC)CC,-7.1,0.7,3.9,-6.9,91.0,0.7,1.7,-0.2,6.7,-5.2
O=C(CSc1nnc(NC2CCCCC2)s1)NCc1ccco1,1.5,-0.4,-3.9,-4.9,100.0,0.9,11.5,1.0,-1.4,-2.0
CCOC(=O)C1=C(COC(=O)[C@H](C)NS(=O)(=O)c2ccc(NC(C)=O)cc2)NC(=O)NC1C (some centres not stated),-0.4,5.2,-0.3,6.4,98.0,0.6,7.7,-0.8,-12.2,-2.5
COc1ccc(CCNC(=O)c2c(C)noc2C)cc1,-4.4,3.4,0.0,-1.9,98.0,1.8,0.8,-0.7,-12.1,-8.0
FC(F)(F)c1cc(Sc2ccccc2)nc(-c2ccccn2)n1,0.9,1.6,0.5,-7.3,92.0,-1.2,-2.6,-1.5,-5.7,-4.1
CSCC[C@H](NC(=O)OC(C)(C)C)c1nnc(SCc2cccc(F)c2)o1,-6.5,-5.9,-4.3,-3.3,100.0,2.8,5.7,-1.9,-1.7,0.7
O=C(OCC(=O)N1CCCC1=O)c1cc(S(=O)(=O)N2CCOCC2)ccc1F,-0.2,5.6,2.7,-5.1,99.0,1.9,-45.9,-2.5,3.1,-5.1
COC(=O)C1CCN(C(=O)CC(NC(=O)C(F)(F)F)c2cccs2)CC1 (configuration not stated),2.5,-3.7,5.1,2.7,96.0,2.0,-1.4,-1.3,5.5,-17.5
CC(C)C[C@H]1CN(CCCC[C@H]2CNC(=O)C(=O)N2Cc2ccccc2)C(=O)C(=O)N1CCC1CCCCC1,0.3,-1.8,-3.5,.,98.0,.,.,.,.,-3.5
CCN(C(=O)CN1C(=O)NC2(CCc3ccccc32)C1=O)C1CCS(=O)(=O)C1 (configuration not stated),-2.6,-8.2,-10.3,0.6,90.0,3.1,5.3,-4.1,6.0,-2.2
CS(=O)(=O)Nc1ccc(C2=NN(C(=O)c3ccco3)C(c3ccco3)C2)cc1 (configuration not stated),0.5,2.4,5.0,12.5,97.0,2.4,0.7,-2.1,-2.1,.
COc1ccc(CCNC(=O)COC(=O)C2CC2C)cc1OC (configuration not stated),0.0,5.5,2.1,2.1,87.0,2.1,-0.3,-0.7,-0.8,-5.6
COc1ccc(CN2CN(c3ccc(Cl)cc3)C(=O)N(n3cnnc3)C2)cc1,0.3,3.8,1.0,3.0,95.0,1.4,-1.5,-1.8,-3.6,-4.8
O=C(NC(c1ccccc1)c1c(O)ccc2ccccc12)c1ccccc1Cl (configuration not stated),0.1,5.9,-6.3,-18.2,105.0,-3.3,8.0,2.9,-8.1,-4.4
O=C(c1cc(=O)[nH]c2ccccc12)N1CCc2ccccc2C1,0.6,4.2,2.8,-0.6,97.0,4.6,-4.7,-2.4,1.3,-6.1
Cc1[nH]n(C)c(=O)c1[N+](=O)[O-],-3.7,-0.5,3.6,5.3,101.0,2.0,0.8,2.3,-2.4,1.9
CCn1c(SCc2cccc(F)c2)nnc1-c1ccncc1,-6.4,4.3,-0.4,6.5,99.0,-0.7,7.8,-0.3,-1.8,-2.8
O=C(COc1ccccc1)OCC(=O)N1CCCc2ccccc21,-9.6,0.6,-8.6,-3.0,97.0,1.9,-0.9,-3.6,11.6,-8.0
CCN(C(=O)COC(=O)/C=C/c1cccc([N+](=O)[O-])c1)c1c(N)n(Cc2ccccc2)c(=O)[nH]c1=O,-3.0,4.2,-5.8,-1.7,94.0,1.4,-1.4,-3.5,-11.5,-5.7
Cc1cc(C)c(SCCc2ccncc2)c(C)c1,-0.7,3.2,3.1,-12.0,102.0,-1.2,-2.9,-0.2,-0.4,-1.0
COc1ccc(C)cc1N(C(=O)c1ccccc1)c1nc2ccccc2s1,-10.1,-3.7,-8.4,-1.9,92.0,-1.3,7.0,0.6,11.6,-19.7
COC(=O)c1ccc(NC(=O)CCn2c(=O)oc3ccccc32)cc1,0.3,-1.4,-4.7,1.8,102.0,1.0,2.0,-1.6,-10.1,-6.4
CCOC(=O)[C@]12CCC=C1N(Cc1ccc(Cl)cc1Cl)C(=O)[C@H](CC(=O)NCC1CCCCC1)C2,4.1,1.4,9.2,.,92.0,.,.,.,.,-4.3
CN(c1ccccc1)S(=O)(=O)c1cccc(NC(=O)Cn2cnc3ccccc3c2=O)c1,-0.9,0.4,7.2,-24.8,91.0,-1.7,13.1,-1.1,2.3,0.0
OC(COCc1cccs1)CN1CCCCCC1 (configuration not stated),1.6,7.8,10.7,3.3,113.0,-0.9,-14.2,2.0,18.0,-6.7
CC1=C(C(=O)N2CCCCCC2)CC(CC(=O)NCC2CCCCC2)C(=O)N1CCCN1CCCC1=O (configuration not stated),-12.3,-0.2,4.7,.,101.0,.,.,.,.,-11.0
CSc1nnc(C(C)(C)C)c(=O)n1/N=C/c1ccccc1O,-5.0,5.9,3.1,2.0,101.0,-0.6,3.5,-1.5,0.5,-0.9
CCOn1c(=O)c(=O)n(OC)c2ccccc21,6.2,7.5,-1.0,1.2,100.0,0.2,9.7,-1.0,13.5,-5.1
CC(C)c1ccc(/C=C2\C(=O)N(CCN3CCOCC3)C(=S)N2C)cc1,3.7,-2.1,8.8,-0.3,100.0,-1.6,21.1,1.1,-3.6,-3.8
COc1ccc(S(=O)(=O)N2CCC(C(=O)NCc3cccnc3)CC2)cc1OC,-2.0,6.2,-1.3,-1.3,98.0,0.5,10.8,1.0,-4.2,-6.2
CCOc1ccc(NC(=O)CN(C)C(=O)c2cccnc2Sc2ccc(C)c(C)c2)cc1OCC,-3.0,2.5,8.9,2.1,97.0,-4.3,10.8,1.6,0.1,-3.3
CCCNC(=O)c1ccc(N2CCC3(CC2)CC(c2cccc(Br)c2)=NO3)c([N+](=O)[O-])c1,1.1,3.6,5.4,-14.8,95.0,-4.0,11.8,-0.6,-3.2,-9.2
Cc1cccc2c(=O)c(-c3ccc(Cl)cc3)c(NC(=O)c3ccco3)oc12,-0.7,5.4,1.4,-4.0,96.0,-2.0,-4.5,-3.5,9.4,-6.1
CCN(CC(=O)NCC(=O)Nc1cccc(C)c1C)Cc1ccccc1,1.4,5.3,-1.7,0.2,95.0,-1.5,3.3,-1.2,-9.6,.
CN1C(N)=NC(=O)/C1=C/c1ccccc1F,0.0,-1.9,-0.1,2.7,96.0,-1.7,6.2,0.4,1.4,-8.1
CCn1cnc2cc(NC(=O)c3cccs3)ccc21,-2.5,4.5,1.6,-7.5,91.0,-3.1,-1.3,-0.6,8.3,-6.9
Cc1ccc(N2CC(C(=O)NC3CC3)CC2=O)cc1Cl (configuration not stated),-9.7,5.3,-7.7,7.5,109.0,1.9,4.1,-0.9,-3.3,-4.2
CCOC(=O)N1CCN(C(=O)CN(C)S(=O)(=O)c2ccc(OCC)cc2)CC1,?,5.0,-4.7,-4.4,87.0,0.0,2.8,1.7,6.2,-2.4
CCOC(=O)C1CCN(C(=O)Cn2cc(C(=O)OC)c3ccccc32)CC1,-3.0,-0.6,0.2,6.7,97.0,-0.7,4.8,-1.6,0.6,1.4
CCOP(=O)(OCC)C(Nc1cccc(C(F)(F)F)c1)c1ccc(C)cc1 (configuration not stated),-2.2,2.4,-2.3,0.0,104.0,-0.9,12.4,1.9,4.3,-4.6
Cc1onc(-c2c(F)cccc2Cl)c1C(=O)Nc1nc2ccccc2[nH]1,2.6,-3.0,-3.8,4.2,108.0,-2.1,-0.2,2.1,3.6,-6.4
N#Cc1ccsc1NC(=O)CN1CCN(c2ccccn2)CC1,1.9,13.8,-3.4,10.7,99.0,-2.2,3.4,-0.4,4.5,-4.4

# Bioassay records from PubChem BioAssay.
